RAD54 inh – inhibitors of human RAD54 branch migration. Q92698. RAD54 Holliday junction branch migration, FAM/BHQ fluorescence. inhibition, % at 10.4 µM. hit rate 0.14% among 360,000. AID 602329;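 active = mean normalized replicate activity at least 40 and at least half of replicates scoring 40 or more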;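 note: 0% = median of neutral control wells and 100% = median of positive control wells; inhibitors cause a drop in the FAM fluorescence signal; in these data hits start at about 50%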
Target sequence (Q92698 whole entry, looked up): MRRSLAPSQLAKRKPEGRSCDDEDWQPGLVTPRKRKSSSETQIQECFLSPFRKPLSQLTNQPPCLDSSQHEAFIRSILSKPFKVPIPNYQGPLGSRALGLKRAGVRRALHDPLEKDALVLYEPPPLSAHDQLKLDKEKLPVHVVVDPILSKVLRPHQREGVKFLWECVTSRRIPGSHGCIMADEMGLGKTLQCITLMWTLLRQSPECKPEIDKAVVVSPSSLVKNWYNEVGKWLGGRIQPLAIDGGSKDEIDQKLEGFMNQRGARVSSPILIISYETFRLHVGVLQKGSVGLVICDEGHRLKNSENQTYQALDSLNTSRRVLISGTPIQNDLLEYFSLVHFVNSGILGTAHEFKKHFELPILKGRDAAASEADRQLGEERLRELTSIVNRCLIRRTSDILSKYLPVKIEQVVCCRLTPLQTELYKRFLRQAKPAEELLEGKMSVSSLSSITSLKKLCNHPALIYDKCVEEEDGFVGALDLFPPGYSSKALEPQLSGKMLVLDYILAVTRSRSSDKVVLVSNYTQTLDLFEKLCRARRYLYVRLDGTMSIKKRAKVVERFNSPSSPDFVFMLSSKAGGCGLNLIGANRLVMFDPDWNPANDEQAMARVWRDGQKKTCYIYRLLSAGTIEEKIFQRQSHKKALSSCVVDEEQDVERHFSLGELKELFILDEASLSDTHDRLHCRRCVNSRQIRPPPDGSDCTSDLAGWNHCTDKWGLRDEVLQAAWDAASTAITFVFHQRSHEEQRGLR
esBAF inh – SWI/SNF esBAF complex inhibition | mouse ES cells, Bmi1-luciferase knock-in reporter, 24 h; 100% = twice the neutral-well signal | reporter increase, % at 12.5 µM | hit rate 2% among 350,000; in the data active = activation above about 40%;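 note: 0% = median of the plate's neutral control wells and 100% = double that signal; a rise in the Bmi1 reporter signal indicates esBAF inhibition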
Numbers without * were called inactive. Not all compounds are listed; rates above refer to the full screens.

Each structure is followed by: RAD54 inh | esBAF inh
Cc1nc2cc(-c3ccc(Cl)cc3)nn2c(C)c1CCC(=O)N1CCC2(CC1)OCCO2
→ -2.8 | -51.2
CC[N+](C)(CC)CCCOC(=O)C(O)(c1ccccc1)C1CCCCC1 (stereo unspecified)
→ 2.7 | -0.9
CCOC(=O)CN1C(=O)C2(C(C#N)=C(N)Oc3ccccc32)C(C(=O)OC)=C1C (stereo unspecified)
→ 0.4 | -9.7
CCCCN1C(=O)NC(=O)C2(Cc3c(nc4c(C)cccn4c3=O)N3CCc4ccccc4C32)C1=O (stereo unspecified)
→ -5.1 | 3.5
COCCCNC(=O)c1c(NC(=O)c2ccco2)n(Cc2ccccc2)c2nc3ccccc3nc12
→ -7.8 | -8.5
CC(=NCC1CCCO1)c1c(O)n(Cc2ccccc2)c(=O)[nH]c1=O (stereo unspecified)
→ -3.9 | -10.5
CC12CN3CCN(CC(C3)C1O)C2 (stereo unspecified)
→ -0.9 | 4.8
CC1OC(NCCc2ccccc2)C(O)C(O)C1O (stereo unspecified)
→ -6.7 | 1.2
O=C1C2CCCN2C(c2cccnc2)N1c1ccc(Cl)c(Cl)c1 (stereo unspecified)
→ 1.4 | 6.6
CCNCC1(c2ccc(OC)c(OC)c2)CCCC1
→ -2.1 | -3.2
CC(=O)Nc1ccc2c(c1)CC1(C(=O)N(C)C(=O)N(C)C1=O)C1CCCN21 (stereo unspecified)
→ -6.9 | -0.4
O=C(c1c[nH]cc1-c1ccccc1)c1cccc2ccccc12
→ -2.0 | -0.7
CCC(=NCc1cccnc1)c1c(O)n(Cc2ccccc2)c(=O)[nH]c1=O
→ 3.8 | 1.9
COC(=O)C(C)Oc1cc(C)cc2oc(=O)c3c(c12)CCC3 (stereo unspecified)
→ -6.7 | -14.4
CCOC(=O)C(NC(C)=O)C(OC(C)=O)c1cccc(N(CCCl)CCCl)c1 (stereo unspecified)
→ -9.2 | -9.5
Cc1cccnc1NC1=NCC(C)S1 (stereo unspecified)
→ -11.9 | 3.3
CCCC1C(C#N)=C(N)Oc2c1c(=O)oc1ccccc21 (stereo unspecified)
→ -17.8 | -3.6
O=C1CC(=O)N(c2ccc(Cl)cc2Cl)C(=O)N1
→ -15.3 | -5.9
CC(=O)O[C@@H]1/C=C/[C@](C)(O)C[C@@H](C)C/C=C/[C@H]2[C@H](O)[C@@](C)(O)[C@@H](C)[C@H]3[C@H](Cc4ccccc4)NC(=O)[C@@]312
→ 2.5 | -2.9
CCC/C(=N\O)c1c[nH]c2ccccc12
→ 6.6 | 5.0
COc1ccc2c(CCN)c[nH]c2c1
→ 15.4 | 4.6
Cc1cccn2c(NCC3CCCO3)c(C(C)C)nc12 (stereo unspecified)
→ -15.2 | -3.0
COC(=O)CCCNC(=O)CN1CC(c2ccccc2)CC1=O (stereo unspecified)
→ -4.3 | 1.0
CCN1CCN(c2nc3c(c(=O)[nH]2)CCCC3)CC1
→ -3.8 | -8.7
Cc1nc2ccccc2c(=O)n1-c1cccnc1
→ -3.0 | -1.4
O=C(CCCCCn1c(=S)[nH]c2ccccc2c1=O)N1CCC2(CC1)OCCO2
→ -12.0 | 7.0
Brc1ccc(CN2CCNCC2)s1
→ 1.3 | 5.0
Cc1ccccc1NC1=NCC(C)S1 (stereo unspecified)
→ -8.9 | -4.7
CCN1CCN(Cc2cc(Br)cc(Br)c2O)CC1
→ -13.6 | -2.9
O=C1CSC2(CN3CCC2CC3)N1 (stereo unspecified)
→ -4.5 | 1.9
COC(=O)C1=C(c2ccc3ccccc3c2)C[C@@H]2CC[C@H]1N2C(=O)N1CCCC1
→ 5.6 | -2.7
O=P(/C(=N/O)N1CCCCC1)(N1CCOCC1)N1CCOCC1
→ 0.5 | -5.1
COc1ccccc1N1CCN(Cc2ccccc2Cl)CC1
→ -12.9 | 8.8
CCC(=Nc1ccc2c(c1)CCC2)c1c(O)n(C)c(=O)n(C)c1=O
→ -7.1 | 9.4
O=C(c1ccc(CS(=O)(=O)c2ccc(Br)cc2)o1)N1CCC2(CC1)OCCO2
→ -2.9 | -5.4
CCOC(=O)c1c(C)n(Cc2ccco2)c2c1cc(O)c1ccccc12
→ 11.7 | -7.5
COc1ccc(C2=NCC(=O)N(CC(=O)NCc3ccco3)c3sc4c(c32)CCCC4)cc1
→ -1.3 | -0.4
O=c1[nH]c(=O)n(CCC2=CCCCC2)c(O)c1C=NC1CCN(Cc2ccccc2)CC1
→ 9.6 | 0.0
COC(=O)C(c1ccccc1)N1CCCCCC1 (stereo unspecified)
→ -7.7 | -5.1
COc1ccc(C(=O)C(Cc2ccccc2)N(C)C)cc1 (stereo unspecified)
→ -6.3 | 6.3
OC(c1ccc(F)cc1)C(c1ccccc1)N1CCOCC1 (stereo unspecified)
→ 2.9 | -2.9
COc1cccc(OP(=O)(Nc2ccccc2)Oc2cccc(OC)c2)c1
→ 2.5 | -1.8
CC(=NCCCN1CCOCC1)c1c(O)n(Cc2ccccc2)c(=O)[nH]c1=O
→ -3.7 | -3.6
O=c1[nH]c(=O)n(Cc2ccc(F)cc2)c(O)c1C=NCCN1CCCCC1
→ -1.6 | -6.4
COCCCNC(=O)c1c(NC(=O)c2ccccc2)n(Cc2ccccc2)c2nc3ccccc3nc12
→ -3.3 | 1.5
CCCCOCCCn1c(N)c(C(=O)OCCOC)c2nc3ccccc3nc21
→ 6.8 | -3.9
Oc1cc(O)cc(/C=C/c2ccc(O)cc2O)c1
→ 0.6 | -6.6
Cn1c(O)c(C(=NCCN2CCCCC2)c2ccccc2Cl)c(=O)n(C)c1=O
→ -5.0 | 6.2
Cc1ccc(N2C(=O)/C(=C/N3CCN(C(=O)c4ccco4)CC3)C(=O)NC2=S)cc1C
→ -31.7 | 16.9
O=C1CC(N2CC=C(c3ccc(F)cc3)CC2)C(=O)N1c1ccc(F)cc1 (stereo unspecified)
→ 0.6 | -3.3
CCCCCCn1c(O)c(C=NC2CCN(Cc3ccccc3)CC2)c(=O)[nH]c1=O
→ -8.2 | -2.5
CC12CCCCC1=[N+]([O-])CN2O (stereo unspecified)
→ -15.7 | -0.6
Cc1ccc2nc(N3CCN(C)CC3)[nH]c2c1
→ -15.6 | 36.3
Oc1ccc(CC2CC3CCN2CC3)cc1O (stereo unspecified)
→ -8.4 | -5.0
COc1ccccc1-n1c(O)c(C=NCCN2CCNCC2)c(=O)[nH]c1=O
→ -5.3 | 8.8
COc1ccc(CN2CCN(C(=O)COc3cccc(C)c3)CC2)c(OC)c1
→ -11.7 | 5.4
Cc1ccc(C)c(NC2=NCCCS2)c1
→ -5.8 | -1.5
COc1cc(C2NCc3ccccc3-n3cccc32)ccc1O (stereo unspecified)
→ -0.6 | -1.9
Fc1ccc(C2NCCc3[nH]cnc32)cc1 (stereo unspecified)
→ -3.6 | -3.9
CCOc1ccc(C2SCC(=O)Nc3c2c(C)nn3C2CCOC(C)(C)C2)cc1 (stereo unspecified)
→ -7.0 | 4.0

(list continues)
SMILES	RAD54 inh	esBAF inh
Cn1c(O)c(C=NCCCNC2CCCCC2)c(=O)n(C)c1=O	-6.8	-3.0
Cc1ccc(C2(O)CC(C)N(C)CC2C)cc1 (stereo unspecified)	4.4	-0.2
O=C(CN1CC=C(c2ccccc2)CC1)NC(=O)NCc1ccco1	-0.8	-3.9
CC1(C)CN=C(Nc2nc3ccccc3s2)S1	-7.2	50.4*
CC1=NOC2(C)Nc3ncnn3C(c3ccccc3)C12 (stereo unspecified)	4.4	2.4
COC(=O)C1=C(c2ccc(F)cc2OCc2ccccc2)C[C@@H]2CC[C@H]1N2C(=O)N1CCC(O)CC1	-9.8	-2.3
COc1cc(-n2c(=S)[nH]c3ccccc3c2=O)c(Cl)cc1Cl	-6.4	-4.0
C=CCn1c(O)c(C(CC)=NCCC2=CCCCC2)c(=O)[nH]c1=O	-8.6	-5.5
CCN1CCN(C(=O)Cc2coc3ccc4ccccc4c23)CC1	-4.1	5.5
CC12CN3CC(C)(CN(C1)C3c1ccco1)C2=O (stereo unspecified)	-11.6	7.3
Cc1oc(-c2ccc(Cl)cc2)nc1CS(=O)CC(=O)N1CCC2(CC1)OCCO2 (stereo unspecified)	-13.4	13.8
COC(=O)C1=C(c2ccc(OCc3ccccc3)cc2)C[C@@H]2CC[C@H]1N2C(=O)NC1CCN(Cc2ccccc2)CC1	4.0	-12.0
CCCCCSc1cc(OC)c(CCN(C)C)cc1OC	3.4	11.0
Cc1cccc(N2C(=O)CC(=O)NC2=O)c1	-8.0	-10.9
CC(O)(CS(=O)(=O)c1ccccc1)C(=O)Nc1cccc(C(F)(F)F)c1 (stereo unspecified)	-6.8	-5.6

A run of entries of the results above, for reference:
SMILES	RAD54 inh	esBAF inh
CCCCCSc1cc(OC)c(CCN(C)C)cc1OC	3.4	11.0
Cc1cccc(N2C(=O)CC(=O)NC2=O)c1	-8.0	-10.9
CC(O)(CS(=O)(=O)c1ccccc1)C(=O)Nc1cccc(C(F)(F)F)c1 (stereo unspecified)	-6.8	-5.6

Quoted at random: three entries already listed
SMILES	RAD54 inh	esBAF inh
Cc1ccc(N2C(=O)/C(=C/N3CCN(C(=O)c4ccco4)CC3)C(=O)NC2=S)cc1C	-31.7	16.9
O=C1CC(N2CC=C(c3ccc(F)cc3)CC2)C(=O)N1c1ccc(F)cc1 (stereo unspecified)	0.6	-3.3
Oc1ccc(CC2CC3CCN2CC3)cc1O (stereo unspecified)	-8.4	-5.0

Other results.
SMILES	RAD54 inh	esBAF inh
CCC(C)N=Cc1c(O)n(-c2ccccc2)c(=O)[nH]c1=O (stereo unspecified)	6.9	-1.4
CNCC(=O)c1ccccc1	-1.9	-8.4
CN1C(=O)C(Cc2nc3ccccc3c(=O)n2-c2ccccc2)c2ccccc21 (stereo unspecified)	-8.7	-0.9
CCOC(=O)C(C)(CC)NC(=O)CSP(=S)(OCC)OCC (stereo unspecified)	1.7	-8.4
O=C(Nc1ccccc1)NC1CC2CCC(C1)N2 (stereo unspecified)	-8.8	0.4
O=c1c2ccccc2nc(-c2cccs2)n1-c1ccccc1	4.4	-1.4
CN(C(=O)c1ccco1)C1(c2ccccc2Cl)CCCCC1=O (stereo unspecified)	2.3	-1.5
CN(C)CC1CSCCC1(O)c1ccc(Cl)cc1 (stereo unspecified)	3.2	2.5
CCOc1cc(C=C2C(=O)NC(=O)NC2=O)ccc1OS(=O)(=O)c1ccccc1	16.3	3.1
COc1ccc(/C=C2/C(=O)NC(=O)N(c3ccccc3)C2=O)cc1CN1C(=O)c2ccccc2C1=O	-3.8	-2.0
COc1cccc(C2=NOC(C(=O)N3CCC4(CC3)OCCO4)C2)c1 (stereo unspecified)	0.3	36.7
Cc1nn(Cc2ccccc2)c(C)c1C(=O)OCC(=O)Nc1ccccc1SCC#N	11.5	18.3
OC1(c2ccc(F)cc2)CCNC1 (stereo unspecified)	0.3	-11.6
CCC(=O)c1cn(Cc2ccc(C#N)cc2)c2ccccc12	5.3	-3.4
COc1cc2c(C(=O)N3CCN(C)CC3)c(C)n(C)c2cc1Br	10.4	-4.6

Single records, as listed above.
Record of `Cc1nn(Cc2ccccc2)c(C)c1C(=O)OCC(=O)Nc1ccccc1SCC#N` : RAD54 inh = 11.5; esBAF inh = 18.3
Record of `CCC(=O)c1cn(Cc2ccc(C#N)cc2)c2ccccc12` : RAD54 inh = 5.3; esBAF inh = -3.4

(further entries)
SMILES	RAD54 inh	esBAF inh
O=c1[nH]c(=O)n(C2CCCCC2)c(O)c1C=NCCCn1ccnc1	4.0	1.7
COc1ccccc1/C=C1/C(=N/O)C2CCN1CC2	-3.5	-1.5
O=c1c2ccccc2nc(-c2ccco2)n1-c1cccnc1	-1.4	-13.8
CCCCCCn1c(O)c(C=NCCCn2ccnc2)c(=O)[nH]c1=O	-50.9	-4.4
CCCC(C)C1(CC)C(=O)NC(=Nc2ccc(F)cc2)NC1=O (stereo unspecified)	3.6	-8.4
Cc1ccc2nc3c(cc2c1)CC1(C(=O)N(C)C(=O)N(C)C1=O)C1COCCN31 (stereo unspecified)	4.4	7.8
CC1CCC(C(C)C)C(OP(N)(=O)c2ccccc2)C1 (stereo unspecified)	0.6	6.4
CCCNC(=O)N1[C@H]2CC[C@@H]1C(C(=O)OC)=C(c1ccc(F)cc1OCc1ccccc1)C2	7.7	3.1
Cn1ccnc1P(=S)(c1nccn1C)N1CCOCC1	4.6	-3.2
COc1ccc(C2NCc3ccc4c(c3-n3cccc32)OCO4)cc1OC (stereo unspecified)	5.3	-4.1
COc1ccccc1CCNCc1cc2c(cc1[N+](=O)[O-])OCO2	-3.6	14.2
CC(CO)(CO)N=Cc1c(O)n(-c2cccc3ccccc23)c(=O)[nH]c1=O	1.4	-0.1
CCOC(=O)C1=C(N)Oc2c(c(=O)oc3ccccc23)C12C(=O)N(C)c1ccccc12 (stereo unspecified)	13.8	5.4
O=c1c2ccccc2nc(-c2ccccc2)n1-c1ccncc1	-5.4	-5.9
c1cncc(C2CCCCN2Cc2ccc3c(c2)OCO3)c1 (stereo unspecified)	-0.5	7.4
O=c1[nH]c(=O)n(Cc2ccco2)c(O)c1C=NC1CC1	-2.2	2.3
N#Cc1ccc(N2CCNCC2)c(F)c1	1.8	-1.0
CCN(CC)CCCN=C(C)c1c(O)n(-c2ccccc2)c(=O)[nH]c1=O	-3.3	3.3
CCn1c(=O)cc(OCC(=O)N2CCN(Cc3ccc4c(c3)OCO4)CC2)c2ccccc21	-1.3	-5.3
CCOc1ccc(Br)c(C2(O)CC(C)N(C)CC2C)c1 (stereo unspecified)	8.0	-1.0
Cc1cc(C)c(C(=O)CN2CCOCC2)c(C)c1	-5.5	-16.9
O=C(CCCOc1ccc(Cl)cc1Cl)N1CCC2(CC1)OCCO2	7.8	26.5
CSc1nnc([C@@H](N)Cc2ccccc2)o1	-4.4	-2.9
c1ccc2[nH]c(CCNC3CCCCC3)nc2c1	1.3	-2.0

A few values from above:
CCn1c(=O)cc(OCC(=O)N2CCN(Cc3ccc4c(c3)OCO4)CC2)c2ccccc21 in RAD54 inh is entered as -1.3
Cc1cc(C)c(C(=O)CN2CCOCC2)c(C)c1 in RAD54 inh is entered as -5.5

Compound activity deposited in PubChem BioAssay by Broad Institute.
